KCNQ2 inh = KCNQ2 potassium channel inhibitors, primary screen, cell-based, CHO-K1, FluxOR thallium flux, B-score (AID 2156); B-score at 10 µM; hit rate 1.1% among 310,000; O88943; 20 min; hits give low values;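 active = fluorescence ratio B-score at most minus 3 library SDs, with starting brightness B-score within 2 library SDs, cut at about -5.5 in these data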
Target sequence (O88943 whole entry, looked up): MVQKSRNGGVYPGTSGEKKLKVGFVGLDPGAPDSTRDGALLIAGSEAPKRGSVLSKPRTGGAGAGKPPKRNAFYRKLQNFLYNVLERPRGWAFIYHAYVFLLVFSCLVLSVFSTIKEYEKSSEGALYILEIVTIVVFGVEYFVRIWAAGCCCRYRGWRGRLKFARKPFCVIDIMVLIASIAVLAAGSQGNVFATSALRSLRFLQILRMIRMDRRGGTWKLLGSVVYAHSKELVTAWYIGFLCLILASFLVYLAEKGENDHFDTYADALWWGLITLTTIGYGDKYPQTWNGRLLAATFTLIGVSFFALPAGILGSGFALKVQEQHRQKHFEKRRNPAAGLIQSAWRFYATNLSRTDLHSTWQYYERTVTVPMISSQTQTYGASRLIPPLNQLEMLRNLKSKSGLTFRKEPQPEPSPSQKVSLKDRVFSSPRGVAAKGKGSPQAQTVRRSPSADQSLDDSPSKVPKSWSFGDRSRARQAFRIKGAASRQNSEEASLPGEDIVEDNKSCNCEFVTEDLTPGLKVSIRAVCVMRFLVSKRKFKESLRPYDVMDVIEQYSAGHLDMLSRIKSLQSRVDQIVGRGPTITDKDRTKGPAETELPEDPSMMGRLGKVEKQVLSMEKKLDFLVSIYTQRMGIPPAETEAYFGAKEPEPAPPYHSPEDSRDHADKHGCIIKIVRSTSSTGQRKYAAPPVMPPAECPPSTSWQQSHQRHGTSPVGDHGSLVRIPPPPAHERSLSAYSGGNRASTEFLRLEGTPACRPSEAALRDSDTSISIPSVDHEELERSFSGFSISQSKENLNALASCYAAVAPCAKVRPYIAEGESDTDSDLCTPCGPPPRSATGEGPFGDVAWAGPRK
Kir21 inh = inhibitors of mouse Kir2.1 inward-rectifier potassium channel; B-score at 10 µM; HEK293-Kir2.1, FluxOR thallium flux fluorescence; hits give low values; hit rate 0.85% among 310,000;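 active = fluorescence ratio B-score at or below minus 3 SD of library scores, with starting-brightness B-score within 2 SD, cut at about -4.2 in these data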;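 also: channel flux triggered by added potassium and thallium sulfate stimulus; B-score of peak minus minimum fluorescence over baseline after thallium stimulus; more negative B-score means stronger Kir2.1 block with less thallium influx; some compounds called inactive have numbers as strong as hits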
* marks the source's active call; other numbers are inactive results; i = inactive.

SMILES	KCNQ2 inh	Kir21 inh
CCOC(=O)N1CCC(NC(=O)c2cc(C(=O)NC3CCN(Cc4ccccc4)CC3)ccc2CO)CC1	i	0.67
Cc1ccc(S(=O)(=O)N2CCOCC2)cc1C(=O)N1CC(C)OC(C)C1 (stereo unspecified)	i	2.64
O=c1[nH]c(Cc2cccs2)nc2ccccc12	i	-0.02
CN(C)CCNc1ccc(-c2n[nH]c(=O)c3ccccc23)cc1[N+](=O)[O-]	i	-0.57
COC(=O)C(C(=O)Nc1cccc(Cl)c1C)C1CCCC1 (stereo unspecified)	i	0
CCCCNC(=O)c1cn(CC)c2ccc(S(=O)(=O)N3CCCCCC3)cc2c1=O	i	0.74
O=C(NCCSc1c[nH]c2ccccc12)C1CC1	i	1.69
Cc1nc2ccccn2c1C(=O)NNC(=O)Nc1cccc(C(F)(F)F)c1	i	0.03
CC(O)C(=O)N/N=C/c1cccc2ccccc12 (stereo unspecified)	i	0.37
O=C(c1cccc2ccccc12)N1CCN(c2ccc([N+](=O)[O-])c(N3CCOCC3)c2)CC1	i	1.11
CC(NC(=O)c1nn(C)c(=O)c2ccccc12)c1ccc(F)cc1 (stereo unspecified)	i	-0.45
Cc1ccc(C)c(OCC(O)CN2CCC(C)CC2)c1C (stereo unspecified)	i	-0.94
Cc1cccc(OCC(=O)Nc2cc(S(=O)(=O)N3CCCCC3)ccc2N2CCN(C)CC2)c1	i	-0.03
Cc1ccccc1N1CCN(C(=O)c2ccccc2NC(=O)/C=C\C(=O)O)CC1	i	-0.22
C[C@H](NC(=O)c1cc2cc(Cl)ccc2n1C)C(=O)N1CCC[C@H]1C(=O)O	i	0.63
CCCCNC1=C(Br)C(=O)CC(C)(C)C1	i	-0.31
Cc1nnc(NC(=O)CSc2nc(C3CCCCC3)nc3ccccc23)s1	i	2.06
COc1ccccc1NC(=O)Nc1ccc(CC#N)cc1	i	0.7
Cc1cc(NS(=O)(=O)c2ccc(NC(=O)CSc3nnc(-c4ccco4)n3Cc3ccco3)cc2)nc(C)n1	i	0.44
Cc1[nH][nH]c(=O)c1N=Nc1ccccc1	i	0.33
O=C(Nc1ccccc1)c1cccc(N2C(=O)C3C4C=CC(C4)C3C2=O)c1 (stereo unspecified)	i	-1.42
N#CC(c1ccc(F)cc1)c1ccc(C(=O)c2ccc(F)cc2)cc1 (stereo unspecified)	i	-1.56
Cc1nc(=O)c(-c2ccccc2)c(C)n1-c1ccccc1Cl	i	-1.54
CC(C)CC(=O)NC(=S)Nc1ccc(NC(=O)c2cccs2)cc1	i	1.86
CCn1cc(C(=O)NC(C)C23CC4CC(CC(C4)C2)C3)cn1 (stereo unspecified)	i	1.16
CCOC(=O)N1CCN(S(=O)(=O)c2ccc(NC(C)=O)cc2)CC1	i	-1.47
Cc1cccc(NC(=O)CN2C(=O)COc3ccc(Cl)cc32)c1C	i	-0.08
C[C@H](C(O)c1ccccc1)N(C)C(=O)CN (stereo partly specified)	i	1.84
Cc1nn(C)c(Oc2cccc(Cl)c2)c1C#N	i	0.22
Cc1nn(Cc2ccc(C(=O)NC3CCCCC3)o2)c(C)c1Br	i	-0.59
CCCCCn1c(=O)[nH]c2cc(C(=O)NCCN3CCCCC3C)ccc2c1=O (stereo unspecified)	i	-0.24
COc1ccccc1NC(=O)C(O)C(O)C(=O)Nc1ccccc1OC (stereo unspecified)	i	-1.48
CS(=O)(=O)c1ccc2nc(NC(=O)CS(=O)(=O)Cc3ccccc3)sc2c1	i	-0.17
CCOCCCNC(=S)NCCCNc1nc2ccc(C)cc2cc1C#N	i	0.14
CC(C)CC(=O)NC(=S)Nc1ccc(S(=O)(=O)N2CCCC2)cc1	i	0.96
COc1ccc(-c2csc3ncn(-c4cccc(C)c4)c(=O)c23)cc1OC	i	0.56
CC(=O)Oc1ccc2c(=O)c(N3C(=O)c4ccccc4C3=O)c(C)oc2c1	i	1.34
Cc1ccc(S(=O)(=O)CCC(=O)c2ccc(F)cc2)cc1	i	-0.87
CN(C)S(=O)(=O)c1cccc(C(=O)NCc2ccco2)c1	i	0.23
CC(C(=O)Nc1ccccc1-c1ccccc1)N1CCCCC1 (stereo unspecified)	i	1.34
Cn1cnc([N+](=O)[O-])c1Sc1n[nH]c(N)n1	i	0.03
CCC1(C)Cc2c(sc(NC(=O)CCC(=O)O)c2C#N)CO1 (stereo unspecified)	i	-0.1
Cc1cccc(C)c1OCc1nnc2c3cnn(C)c3ncn12	i	0.07
CCCn1nc(Oc2nc(NC(C)C)nc(N(C)C)n2)ccc1=O	i	0.38
COc1ccc(NC(=O)Cn2cc(C(C)=O)c3ccccc32)cc1	i	0.37

Look-ups from the entries so far:
Kir21 inh, Cc1nnc(NC(=O)CSc2nc(C3CCCCC3)nc3ccccc23)s1 stands at 2.06
Kir21 inh, Cc1cccc(OCC(=O)Nc2cc(S(=O)(=O)N3CCCCC3)ccc2N2CCN(C)CC2)c1 stands at -0.03
Kir21 inh, COc1ccc(-c2csc3ncn(-c4cccc(C)c4)c(=O)c23)cc1OC stands at 0.56
Kir21 inh, COc1ccccc1NC(=O)Nc1ccc(CC#N)cc1 stands at 0.7
Kir21 inh, CC(C)CC(=O)NC(=S)Nc1ccc(S(=O)(=O)N2CCCC2)cc1 stands at 0.96

More structures follow:
SMILES	KCNQ2 inh	Kir21 inh
Cn1c(CN2CCCCC2)nc2cc(NS(=O)(=O)c3ccc(Cl)cc3)ccc21	i	-0.02
N#C/C(=C\c1ccc([N+](=O)[O-])cc1)C(=O)NCCCn1ccnc1	-5.62*	-3.77
Cc1ccc(S(=O)(=O)c2c(CO)c(-c3ccccc3)nn2C)cc1	i	-0.34
CCN(c1ccccc1)S(=O)(=O)c1ccc(NCC2COc3ccccc3O2)nc1 (stereo unspecified)	i	0.46
Cc1nc2ccc(Br)cc2c2c1CC(CO)O2 (stereo unspecified)	i	-0.29
N#Cc1c(NCc2ccccc2)ccnc1Cl	i	0.6
COc1ccc(-c2nc3n(c2C)Cc2ccccc2-3)cc1	i	-1.99
CCOc1ccc(CCNC(=O)CCNC(=O)c2ccc(Br)cc2)cc1OCC	i	-0.48
CC(CN1CCCCC1)OC(=O)C1c2ccccc2Oc2ccccc21 (stereo unspecified)	i	-0.94
COc1ccc(CC(=O)NNS(=O)(=O)c2ccccc2[N+](=O)[O-])cc1	i	-0.11
COc1ccc(-c2[nH]ncc2CN2CCC(C(=O)N3CCOCC3)CC2)c(F)c1	i	2.02
CCOc1ccc(N(C(=O)C2CCCO2)C2C=CS(=O)(=O)C2)cc1 (stereo unspecified)	i	-0.28
Clc1ccc(-c2nnc(N3CCCC3)nn2)cc1	i	0.12
CCOC(=O)C1=C(O)/C(=C/c2cc(OC)c(OC)c(OC)c2)SC1=Nc1ccc(OC)cc1	i	0.47
Cc1ccc(S(=O)(=O)N2CCCC2C(=O)O)cc1 (stereo unspecified)	i	1.49

Single records, from the list above:
CC(CN1CCCCC1)OC(=O)C1c2ccccc2Oc2ccccc21 (stereo unspecified) reads KCNQ2 inh = i; Kir21 inh = -0.94
COc1ccc(-c2[nH]ncc2CN2CCC(C(=O)N3CCOCC3)CC2)c(F)c1 reads KCNQ2 inh = i; Kir21 inh = 2.02

Next structures
SMILES	KCNQ2 inh	Kir21 inh
CCCn1nnc(NC(=O)COc2ccc(Cl)cc2)n1	i	0.14
COc1ccc(OC)c(C(=O)c2ccc(C(=O)Nc3ccc4ccccc4c3)cc2)c1	i	1.62
O=C(NC1=NCCS1)C1CC(=O)N(c2ccc(F)cc2)C1 (stereo unspecified)	i	-0.15
CCOc1ccc(N=CC2=C(O)CC(C)(C)CC2=O)cc1	i	-0.11
CC1CCCC(C)N1C(=O)c1ccc2c(c1)S(=O)(=O)c1ccccc1C2=O (stereo unspecified)	i	-0.35
O=C(N1CCN(c2ccccc2)CC1)C(F)(F)C(F)F	i	-1.33
CCOC(=O)C1(C)/C(=N/Nc2ccccc2OC)C(=O)C(=O)N1c1ccccc1 (stereo unspecified)	i	1.26
O=C1CN(C(=O)C2CC2)c2ccccc2N1	i	-0.47
COc1ccc(C)cc1Nc1n[n+](-c2ccccc2)c(-c2cccc(Cl)c2Cl)s1	i	0.64
O=C(O)C1CCCN1S(=O)(=O)c1ccc2c(c1)CCC2 (stereo unspecified)	i	0.42
CCc1ccccc1NC(=O)CNCC(=O)Nc1ccccc1CC	i	-1.55
CCN1C(=O)[C@H]2[C@@H](c3ccc(-c4ccc5c(c4)OCO5)c(OC)c3)N[C@@](CC(C)C)(C(=O)OC)[C@H]2C1=O	i	-1.21
COC(=O)c1ccccc1NC(=O)c1cccc(NC(=O)CSCc2ccccc2)c1C	i	-0.39
Cn1nc([N+](=O)[O-])nc1Sc1nnnn1-c1ccc(C(=O)O)cc1	i	-1.04
CCN(c1ccccc1)S(=O)(=O)c1ccc(Cl)c(NC(=O)COC(=O)c2ccc[nH]c2=O)c1	i	0.24
CC(C)=CCc1c(O)cc(O)c2c1OC(c1ccc(O)cc1)CC2=O (stereo unspecified)	-7.77*	-6.39*
CCOC(=O)C1=C(O)/C(=C/c2ccc(OCC(=O)Nc3ccc(C)cc3)cc2)N=C1C	i	-0.28
CCOc1cc(S(=O)(=O)Nc2ccncc2)ccc1F	i	0.03
CCOC(=O)COc1ccc(S(=O)(=O)N2CCN(c3ccccc3)CC2)cc1	i	1.94
O=C(c1cccc(-n2cnnn2)c1)N1CC=C(c2ccccc2)CC1	i	0.03
N#CC1=C(N)Oc2cc(N)ccc2C1c1ccccc1F (stereo unspecified)	i	1.55
COc1ccc(CC(=O)N/N=C\c2cc(Br)c(O)c(Br)c2)cc1	i	-1.96
O=C(O)CSc1nnc(Cc2ccccc2)n1Cc1ccccc1	i	0.21
CCOC(Cn1c(SCc2cc(C(C)=O)ccc2OC)nc2ccccc2c1=O)OCC	i	0.04
Cc1occc1C(=O)NNC(=S)NCc1ccc(Cl)cc1	i	0.59
Cc1nnc(NC(=O)c2c(-c3ccccc3Cl)noc2C)s1	i	0.35
FC(F)(F)c1cccc(-c2ccn3ncnc3n2)c1	i	-0.03
C[N+](C)(C)CC(=O)N1CCN(c2ccc3ccccc3n2)CC1	i	0.04
O=C(NC(Cc1ccccc1)C(=O)O)/C(=C/c1ccco1)NC(=O)c1cccc([N+](=O)[O-])c1 (stereo unspecified)	i	0.55
CCCNc1c(NS(=O)(=O)c2cccc(C#N)c2)c(=O)oc2ccccc12	i	0.19
Cc1[nH]n(-c2ccc([N+](=O)[O-])cc2)c(=O)c1C=NCCN1CCN(C(=O)C(C)C)CC1	i	-0.08
CCSc1nnc(-c2cc3c(s2)-c2ccccc2CC3)o1	i	0.01
O=C(Nc1ccccc1)c1ccccc1Oc1ccc(C(F)(F)F)cc1[N+](=O)[O-]	i	-3.78
Cc1ccc(NC(=O)Cc2nnc(SCC(=O)Nc3ccccc3)n2C)cc1	i	0.1
O=C(CNC(=O)c1ccccc1)N/N=C/c1ccc([N+](=O)[O-])o1	i	-0.6
COC(=O)c1ccccc1NC(=O)c1nc2nc(C)cc(C)n2n1	i	-1.57
COc1ccc(N(CC(=O)N2CCN(c3ccccc3F)CC2)S(=O)(=O)c2c(C)noc2C)cc1	i	-0.02
CCOc1ccc(OC(=O)C(CCS(C)(=O)=O)N2C(=O)c3ccccc3C2=O)cc1 (stereo unspecified)	i	-1.15
O=C1c2ccccc2NC(c2ccc(Cl)cc2Cl)N1O (stereo unspecified)	i	1.27
Cc1ccsc1C(=O)OCC(=O)Nc1cccc(S(=O)(=O)NC2=NCCCCC2)c1	i	3.24
Cc1nc(C(F)(F)F)c(C(=O)NC(=O)Nc2ccccc2)s1	i	-0.24
COc1ccc(S(=O)(=O)N(CC(=O)NC2CCCCC2)c2ccc(F)cc2)cc1	i	-1.41
CCS(=O)(=O)Nc1ccc(C(=O)c2ccccc2)cc1	i	0.04
O=C(NCCC1CCCCN1S(=O)(=O)c1ccc(F)cc1)C(=O)Nc1ccccc1 (stereo unspecified)	i	0.13
O=C(CN1CCN(Cc2ccccc2)CC1)NCC1COc2ccccc2O1 (stereo unspecified)	i	-0.64

Compounds above with a furan ring, fused or not, in the order listed:
SMILES	KCNQ2 inh	Kir21 inh
Cc1cc(NS(=O)(=O)c2ccc(NC(=O)CSc3nnc(-c4ccco4)n3Cc3ccco3)cc2)nc(C)n1	i	0.44
Cc1nn(Cc2ccc(C(=O)NC3CCCCC3)o2)c(C)c1Br	i	-0.59
CN(C)S(=O)(=O)c1cccc(C(=O)NCc2ccco2)c1	i	0.23
Cc1occc1C(=O)NNC(=S)NCc1ccc(Cl)cc1	i	0.59
O=C(NC(Cc1ccccc1)C(=O)O)/C(=C/c1ccco1)NC(=O)c1cccc([N+](=O)[O-])c1 (stereo unspecified)	i	0.55
O=C(CNC(=O)c1ccccc1)N/N=C/c1ccc([N+](=O)[O-])o1	i	-0.6

(listing goes on)
SMILES	KCNQ2 inh	Kir21 inh
CC(C)(C)NC(=O)C(c1ccccn1)N(C(=O)c1csnn1)C1CCCCC1 (stereo unspecified)	i	1.19
O=C(NCCCN1CCOCC1)C1CC(=O)N(c2ccccc2)C1 (stereo unspecified)	i	-0.18
O=C(O)C1CC1(c1ccccc1)c1ccccc1 (stereo unspecified)	i	0.33
CCCCc1[nH]nc2c1C1(C(=O)N(CC)c3ccccc31)C(C#N)=C(N)O2 (stereo unspecified)	i	-0.48
CCNCc1cc(Cl)cc(OC)c1OC(C)C	i	0.53
COc1ccc(-n2nc(C(=O)NCC(=O)N3CCN(Cc4ccccc4)CC3)c3ccccc3c2=O)c(OC)c1	i	-0.04
Nn1c(SCC(=O)Nc2nccs2)nnc1-c1ccccn1	i	-1.31
C/C(=N\N=C\c1ccc(N(C)C)cc1)c1cccc([N+](=O)[O-])c1	i	2.28
O=C(CCCSc1nc2ccccc2[nH]1)Nc1nnc(-c2ccccc2)o1	i	-0.02
Cc1ccc2oc(=O)n(CCC(=O)Nc3ccc(N4CCOCC4)cc3)c2c1	i	1.55
CC(C)c1cccc(C(C)C)c1NC(=O)c1ccccc1	i	-0.34
S=C(NCCc1ccccc1)N1CCN(C23CC4CC(CC(C4)C2)C3)CC1	i	-0.33

Screens (PubChem BioAssay)
